697 NFkB inh = lowers PMA/ionomycin-induced NF-kB signal in 697 B cells; inhibition, % at 4 µM; actives 0.33% (n = 330,000); 697 B-cell NF-kB luciferase reporter, 16 h; in the data active = inhibition above about 35%
Gli-Sufu block = blocks Gli-Sufu signaling in a luciferase reporter; actives 0.74% (n = 340,000); AID 588413; Sufu-KO-LIGHT fibroblasts, Gli luciferase reporter luminescence; inhibition, % at 5 µM;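 active = inhibition above about 55%, limit read from the data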;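 also: 0% = DMSO-treated cells and 100% = wells with medium but no cells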
CXCR6 block = inhibitors of human CXCR6 receptor. CHO-K1 PathHunter CXCR6 beta-arrestin, luminescence. inhibition, % at 20 µM. actives 0.36% (n = 360,000). AID 602244; in the data active = inhibition above about 34%, passing the limit was not always enough;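 also: antagonist mode with CXCL16 agonist at 10 nM final; 0% = 10 nM CXCL16 with DMSO and 100% = unstimulated wells without agonist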
Target sequence (O00574 whole entry, looked up): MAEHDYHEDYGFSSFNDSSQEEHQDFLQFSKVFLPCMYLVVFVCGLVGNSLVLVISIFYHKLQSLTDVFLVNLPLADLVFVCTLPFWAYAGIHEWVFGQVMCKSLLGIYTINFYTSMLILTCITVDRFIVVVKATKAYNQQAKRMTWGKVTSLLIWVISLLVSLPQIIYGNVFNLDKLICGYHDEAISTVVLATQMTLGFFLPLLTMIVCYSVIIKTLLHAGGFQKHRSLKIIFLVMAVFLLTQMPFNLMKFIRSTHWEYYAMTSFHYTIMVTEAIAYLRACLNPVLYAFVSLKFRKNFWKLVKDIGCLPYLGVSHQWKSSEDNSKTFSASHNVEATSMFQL
CCR6 antag = blocks CCL20-driven beta-arrestin recruitment at human CCR6; AID 493098; CHO-K1 CCR6 PathHunter beta-arrestin, luminescence, CCL20-stimulated; P51684; actives 0.49% (n = 340,000); inhibition, % at 20 µM;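 active = compounds whose inhibition of the agonist-driven luminescence signal at 20 µM reaches about 50%, limit read from the data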;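 also: cells stimulated with CCL20 at 14 nM final; plate controls were DMSO with CCL20 for no effect and DMSO without agonist for full effect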
Target sequence (P51684 whole entry, looked up): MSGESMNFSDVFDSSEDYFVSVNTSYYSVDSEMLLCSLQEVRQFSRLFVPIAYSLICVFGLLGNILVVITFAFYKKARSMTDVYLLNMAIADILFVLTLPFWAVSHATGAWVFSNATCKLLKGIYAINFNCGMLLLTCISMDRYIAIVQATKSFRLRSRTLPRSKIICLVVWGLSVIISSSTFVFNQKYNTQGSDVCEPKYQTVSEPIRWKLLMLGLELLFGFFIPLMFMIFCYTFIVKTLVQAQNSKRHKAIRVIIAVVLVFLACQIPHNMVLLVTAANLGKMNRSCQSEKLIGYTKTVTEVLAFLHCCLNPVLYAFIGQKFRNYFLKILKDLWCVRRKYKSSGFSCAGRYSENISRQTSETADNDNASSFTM
APJ antagonist = blocks the human apelin receptor APJ; P35414; CHO-K1 APJ beta-arrestin complementation, luminescence; inhibition, % at 20 µM; actives 0.32% (n = 330,000); AID 2521;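 active = inhibition above about 40% at 20 µM, limit read from the data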;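 also: cells challenged with 10 nM apelin-13 agonist together with compound; plate controls were apelin-13 plus DMSO wells for no effect and DMSO wells lacking apelin-13 for full effect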
EBI2 block = blocks human EBI2 receptor beta-arrestin signaling | P32249 | EBI2 beta-arrestin recruitment, luminescence, 7a,25-OHC stimulated | inhibition, % at 5 µM | actives 0.81% (n = 360,000); in the data active = inhibition above about 38%;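 also: enzyme fragment complementation signal reports receptor beta-arrestin coupling in cells; 0% = agonist plus DMSO wells and 100% = wells without agonist; some results beyond the cut were filed as inactive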
UBC13 inh = inhibitors of human UBC13 polyubiquitin chain formation | P61088 | TR-FRET | inhibition, % at 20 µM | actives 0.47% (n = 330,000) | AID 485273; in the data active = inhibition above about 45%, passing the limit was not always enough
Target sequence (P61088 whole entry, looked up): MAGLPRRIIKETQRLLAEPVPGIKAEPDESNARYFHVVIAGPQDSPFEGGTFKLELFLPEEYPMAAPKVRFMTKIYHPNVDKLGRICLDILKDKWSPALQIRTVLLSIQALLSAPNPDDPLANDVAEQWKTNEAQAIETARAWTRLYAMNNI
Jurkat NFkB inh = inhibitors of the PMA/ionomycin-induced NF-kB reporter in Jurkat cells | AID 435003 | actives 0.53% (n = 330,000) | PMA/ionomycin-induced NF-kB luciferase reporter, luminescence | inhibition, % at 4 µM; in the data active = inhibition above about 50%
* hit, by the source's call; . = not tested or not shown. An unsorted share of the library; 3% or so of the library scored in one or more.

SMILES	697 NFkB inh	Gli-Sufu block	CXCR6 block	CCR6 antag	APJ antagonist	EBI2 block	UBC13 inh	Jurkat NFkB inh
CCOC(=O)N1CCN(c2cccc(C)c2C)CC1	-5	5	6	10	5	-2	4	-1
CCCc1cc(=O)[nH]c2nnc(SCC(=O)Nc3ccc(C(C)=O)cc3)n12	11	-8	3	3	8	-2	-6	-7
CC(C)Cc1cc(CN2CCC(CO)(Cc3ccccc3)CC2)[nH]n1	4	3	9	5	-3	9	2	1
CCCCC1=CC2=CC(=O)C(C)(OC(=O)CC)C(=O)C2=CN1c1cccc(C#N)c1 (stereo unspecified)	-4	-4	-13	-7	-2	-11	-46	14
Cc1ccc(NC(=O)Nc2ccc3oc(C)nc3c2)cc1	-206	-62	2	-4	6	8	4	-132
COc1ccc(OC)c(NC(=O)c2cccc(C)c2[N+](=O)[O-])c1	9	18	-9	9	10	-2	-4	17
CC(C)N1CCN(Cc2cc(F)ccc2-n2cccn2)CC1CCO (stereo unspecified)	-5	10	-4	2	20	-1	-1	-4
CCC(C)c1c(O)nc(SCc2ccccc2)[nH]c1=O (stereo unspecified)	24	-1	2	7	-8	-10	1	1
Cc1nc2sc(C(c3cccs3)N3CCOCC3)c(O)n2n1 (stereo unspecified)	-1	-6	6	-2	-3	0	-9	-8
COc1ccc(S(=O)(=O)Nc2ccc(S(=O)(=O)N3CCOCC3)cc2)cc1C	11	1	5	-13	-4	3	2	-6
CCC(C)[C@H](NC(=O)Nc1ccc(C(C)=O)cc1)C(=O)OC (stereo partly specified)	1	-4	-4	-3	2	0	-1	10
c1csc(-c2nc3c4ccccc4c4ccccc4c3[nH]2)c1	5	17	-14	-24	-10	37	18	-1
CS(=O)(=O)c1ccc2nc(NC(=O)c3ccc(=O)[nH]c3)sc2c1	21	1	10	9	15	1	19	-1
O=Cc1cnc(N2CCOCC2)nc1	1	5	6	-34	-1	-3	2	1
CN1CCN(Cc2nc3ccccc3c(=O)n2CC#N)CC1	4	1	0	0	11	-4	12	-5
CC1CC(C)CN(S(=O)(=O)c2ccc(C(=O)NN3CCOCC3)cc2)C1 (stereo unspecified)	5	-22	-6	1	5	6	4	4
CCOc1cc2c(cc1C=O)OC(C)C2 (stereo unspecified)	4	-12	-3	3	4	2	1	-2
COc1ccc(NC(=O)C(c2ccccc2)c2ccccc2)c(OC)c1	14	4	10	15	5	10	-7	-4
Cc1nc2cc3c(cc2c(C)c1C(=O)OC(C)C)OCO3	-41	-19	-4	9	10	-8	8	-19
COc1ccc(OC)c(N2C(=O)c3cccnc3C2=O)c1	3	-2	-7	7	-7	-6	6	4
Cc1ccc2nc(NC(=O)CSc3nc(=O)n(CCN(C)C)c4c3CCCC4)sc2c1	-32	10	7	46	19	-6	18	-25
Cc1noc(C)c1S(=O)(=O)Nc1ccccc1OC(F)(F)F	11	6	4	-11	5	-4	3	18
O=C(CSc1nnc(-c2ccncc2)o1)c1cccc([N+](=O)[O-])c1	29	1	12	2	-7	4	6	-3
Cc1ccc(OCC(=O)O)c(-n2nc3ccccc3n2)c1	9	26	0	4	-12	-3	1	2
COC(=O)c1sc(NC(=O)C(C)C)c(C(=O)OC)c1C	2	-5	6	-1	10	-13	2	-11
CCOC(=O)c1[nH]c(C)c(C(=O)OCC(=O)N2CC(=O)Nc3ccccc32)c1C	3	-7	5	-12	-7	-10	5	0
O=C(CCNc1cccc(F)c1)c1cc2ccccc2o1	-7	-11	1	6	7	-5	-2	-5
Cc1c(CN2CCC(CO)(Cc3cccc(C(F)(F)F)c3)CC2)c2ccccc2n1C	15	24	-7	28	9	4	30	1
O=C1CCCc2nc(N3CCN(c4ccccc4)CC3)ncc21	-26	-29	2	-4	-14	4	15	-11
COc1ccc(C(=O)CC(=O)C(=O)Nc2cccc(C(C)=O)c2)cc1	-17	18	5	8	-5	4	-10	-34

Arranged by SMILES length (ascending): 4 of the compounds above.
SMILES	697 NFkB inh	Gli-Sufu block	CXCR6 block	CCR6 antag	APJ antagonist	EBI2 block	UBC13 inh	Jurkat NFkB inh
O=C(CCNc1cccc(F)c1)c1cc2ccccc2o1	-7	-11	1	6	7	-5	-2	-5
Cc1ccc(OCC(=O)O)c(-n2nc3ccccc3n2)c1	9	26	0	4	-12	-3	1	2
Cc1noc(C)c1S(=O)(=O)Nc1ccccc1OC(F)(F)F	11	6	4	-11	5	-4	3	18
Cc1c(CN2CCC(CO)(Cc3cccc(C(F)(F)F)c3)CC2)c2ccccc2n1C	15	24	-7	28	9	4	30	1

Next records
SMILES	697 NFkB inh	Gli-Sufu block	CXCR6 block	CCR6 antag	APJ antagonist	EBI2 block	UBC13 inh	Jurkat NFkB inh
C=CCSc1nc(C)c(CC(=C)C)c(=O)[nH]1	18	-4	-6	5	1	-4	6	-7
C/C(=N\N=C1\NC(=O)C(CC(=O)Nc2ccc(C)c(Cl)c2)S1)C(C)C (stereo unspecified)	-5	1	3	4	10	1	-21	-3
COc1ccc(S(=O)(=O)N2CCOCC2)cc1NC(=O)CSc1nnc(C2CC2)n1N	-13	5	3	-12	15	2	-11	0
FC(F)Oc1ccc(/C=N/NC(=S)Nc2cc(C(F)(F)F)ccc2Cl)cc1	-17	13	-10	6	-31	15	-16	5
CC(Nc1cc(N2CCOCC2)ccc1[N+](=O)[O-])c1ccccc1 (stereo unspecified)	-9	9	16	30	-1	24	-9	0
COCCCN(Cc1ccccn1)S(=O)(=O)Cc1ccccc1	11	0	7	4	7	-1	2	12
O=C(CCc1nnc2n(Cc3ccc(Cl)cc3)c(=O)c3ccccc3n12)N1CCN(c2ccccn2)CC1	-11	-20	35	33	14	14	4	-6
COc1cc(CNCc2cccs2)cc(Br)c1OC	17	3	-4	-3	-23	1	-6	2
O=C(NNc1c2ccccc2nc2ccccc12)c1ccccc1Cl	-11	.	22	34	-3	8	-123	-6
COc1ccccc1OCCn1ccnc1	-22	-10	2	-3	-8	-3	-9	-13

(next part)
Every second line gives: 697 NFkB inh, Gli-Sufu block, CXCR6 block, CCR6 antag, APJ antagonist, EBI2 block, UBC13 inh, Jurkat NFkB inh
N=C(N)c1ccc(O)cc1
  3, -8, 22, 7, 2, 3, 2, -13
Cc1c(=O)n(OCc2ccccc2F)c2ccccc2[n+]1[O-]
  13, 7, 8, -2, -6, -4, 1, 2
COc1cc(NC(=O)C(=O)NNC(=O)C2CCCCC2)c(OC)cc1Cl
  12, -23, 17, 21, 12, -5, -3, 6
Nc1nc(-c2ccc(NC(=O)c3ccco3)cc2)cs1
  -3, -219, -8, 2, -7, 3, -8, -34
COc1ccc(-c2cc(C(=O)NCc3ccco3)c3ccccc3n2)cc1
  -45, -12, -20, 21, 20, 2, -3, -4
Cc1ccc(C(=O)NCC(=O)OCC(=O)NC2CCS(=O)(=O)C2)cc1C (stereo unspecified)
  1, -8, 5, 5, 2, -1, -3, 7
C/C(=N\OCc1ccccc1C#N)c1cc2ccccc2o1
  -11, 0, -8, 7, -4, 1, -10, -23
O=C(COc1cc2oc(=O)c3c(c2cc1Cl)CCCC3)N1C[C@H]2C[C@@H](C1)c1cccc(=O)n1C2
  27, 1, -4, 4, -15, 3, 6, -3
CC(=O)Nc1ccc2c3c(cccc13)CC2
  5, -2, -7, -10, -11, 6, -7, -4
CCN(CCCNC(=O)C1CCC(=O)N1Cc1ccc(F)cc1)c1cccc(C)c1 (stereo unspecified)
  19, 3, 4, -8, -4, 2, 0, 29
O=C(NCSc1ccccc1)c1ccccc1
  -118, -67, -4, -1, -11, -6, -2, -38
CCNC(=O)[C@H]1O[C@@H](n2cnc3c(N)nc(NCCc4ccc(CCC(=O)O)cc4)nc32)[C@H](O)[C@@H]1O
  15, 0, -3, 1, 8, -7, 3, 17
CCCN1CCN(CCCNC(=O)c2cc3c(=O)oc4ccc(C)cc4c3s2)CC1
  14, 16, 4, 15, 11, 6, 13, 5
O=C1CCC(=O)N1c1ccccc1-c1ccccc1
  11, 5, -10, -10, 26, 1, 1, -8
O=c1c2ccccc2nc2c3ccccc3c(NCc3ccco3)nn12
  -16, 4, 4, 0, -17, 10, -3, -45
COc1ccc(C2C(=O)N(C3CCCCC3)CC(=O)N2C2CCCCC2)cc1 (stereo unspecified)
  6, 9, 1, 13, 1, -7, 2, 0
O=C(Nc1ccc(F)cc1)NC1(C(=O)NCc2cccs2)CCCCC1
  0, -1, -4, -11, 2, 4, 3, 6
COc1cc2[nH]c(=O)n(CCC(=O)NC3CCCC3)c(=O)c2cc1OC
  3, -5, -1, 0, -8, 5, 4, -6
N#Cc1nc(-c2ccc([N+](=O)[O-])cc2)oc1N1CCCCC1
  -8, -17, -26, 1, -6, -8, -10, -5
CCOc1ccc(S(=O)(=O)N2CCN(Cc3ccccc3)CC2)c2cccnc12
  -20, -7, -4, -5, -1, -1, -9, 14
O=c1c2[nH]c3ccccc3c2nc2n1CCCS2
  4, -4, -2, 3, -1, -6, 0, 2
COc1ccc(-n2c(C)cc(C=O)c2C)cc1Cl
  9, 10, 3, -12, 15, -3, -6, -1
COc1ccc(N2CCN(S(=O)(=O)c3ccc(OC)c(C(=O)N4CCCCC4)c3)CC2)cc1
  -3, 20, 0, 19, 14, 2, -4, 1
O=C(COC(=O)CN1C(=O)c2ccccc2C1=O)Nc1cccc(F)c1
  18, 5, -7, 7, 5, -12, 9, 7
Cc1ccc(N2C(=O)C(Cl)=C(NCc3ccccc3)C2=O)c(C)c1
  -5, 3, 8, 40, -13, 14, 1, 0
COc1ccc(N2CCN(C(c3cccs3)C(C)NS(=O)(=O)c3ccccc3)CC2)cc1 (stereo unspecified)
  -13, 14, 9, -2, -2, 20, -5, 10
CC(=O)N1CCN(Cc2nc(-c3cccc(Cl)c3)no2)CC1
  -5, -18, 3, 8, -14, -3, 6, -4
COc1ccc(CCN(/C=C2\Sc3ccccc3C2=O)C(C)=O)cc1OC
  -47, -4, 1, 7, -2, -2, 52*, -18

From PubChem BioAssay
